Screens deposited in PubChem by several laboratories.
HTR5A ag: activates human HTR5A in OPRM1-OPRD1 agonist counter-screen | HTR5A agonist assay, luminescence, cell-based | activation, % at 9.3 µM | P47898 | 340,000 compounds, 0.61% hits; in the data active means activation mostly above about 9.5%, no sharp cut-off; inactive means mostly below about 7.6%;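 further: 0% = cells with vehicle only and 100% = reference agonist; strong numbers were not always called active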
Target sequence (P47898 whole entry, looked up): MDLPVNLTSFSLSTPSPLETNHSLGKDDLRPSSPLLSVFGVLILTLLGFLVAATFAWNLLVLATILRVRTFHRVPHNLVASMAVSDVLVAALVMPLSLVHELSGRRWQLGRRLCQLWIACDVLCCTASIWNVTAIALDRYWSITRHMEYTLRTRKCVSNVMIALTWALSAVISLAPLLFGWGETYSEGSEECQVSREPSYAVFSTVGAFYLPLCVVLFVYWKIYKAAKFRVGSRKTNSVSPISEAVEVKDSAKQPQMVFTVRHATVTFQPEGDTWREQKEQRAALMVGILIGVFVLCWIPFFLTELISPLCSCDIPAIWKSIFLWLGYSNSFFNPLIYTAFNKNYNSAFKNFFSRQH
Rtt109 HAT inh: C. albicans Rtt109 histone acetyltransferase inhibition; purified Rtt109/Vps75, ThioGlo CoA-SH fluorescence, 4 h; inhibition, % at 34.9 µM; 330,000 compounds, 0.16% hits; AID 540336;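 active means inhibition of at least 50% in every replicate; inconclusive means best replicate reaches 50% inhibition but some replicates fall short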
Target sequence (Q5AAJ8 whole entry, looked up): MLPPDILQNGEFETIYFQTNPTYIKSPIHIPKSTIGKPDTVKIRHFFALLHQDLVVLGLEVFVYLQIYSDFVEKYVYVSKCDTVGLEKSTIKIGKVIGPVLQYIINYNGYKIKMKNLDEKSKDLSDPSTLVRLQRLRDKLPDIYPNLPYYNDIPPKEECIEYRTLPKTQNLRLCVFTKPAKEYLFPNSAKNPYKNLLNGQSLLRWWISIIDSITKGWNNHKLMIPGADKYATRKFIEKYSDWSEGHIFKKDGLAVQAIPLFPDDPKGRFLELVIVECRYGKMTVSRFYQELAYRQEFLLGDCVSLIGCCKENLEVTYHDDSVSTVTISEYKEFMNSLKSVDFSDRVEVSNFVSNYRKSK
SR-BI uptake up: activators of SR-BI mediated HDL lipid uptake | CHO ldlA[mSR-BI] cells, DiI-HDL uptake fluorescence, 3 h; 100 = double the neutral-control signal | 320,000 compounds, 0.096% hits | activation, % at 12.5 µM;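 active means mean replicate activation of at least 60% and every replicate at or above 60%; inconclusive means mean or all-replicate condition met, but not both; inactive means mean below 60% and not all replicates reaching 60%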;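 further: 0% = median plate neutral-control signal and 100% = twice that signal; values of inactives mirror those of a sister screen read the other way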
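Assay system: CHO ldlA[mSR-BI] cells, LDL receptor-null, SR-BI overexpressing; medium: Ham's F12 with 0.5% BSA, HEPES 25 mM, pH 7.4; also added: DiI-HDL 10 µg/mL; timing: 3 h uptake period with compound, 37 °C; signal: DiI fluorescence, bottom read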
dFosB activator: enhances mouse delta FosB homodimer DNA binding; P13346; purified delta FosB, TAMRA-CDK5 oligo fluorescence polarization; percent of positive-control signal above neutral wells; activation, % at 25 µM; 340,000 compounds, 0.99% hits; AID 493131;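 active means mean activation above about 17%, with every replicate also reaching it, limit read from the data, passing the limit was not always enough; inconclusive means only one of the two conditions met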;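 further: fluorescence polarization rise as delta FosB binds a TAMRA Cdk5 AP-1 oligo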
Target sequence (P13346 whole entry, looked up): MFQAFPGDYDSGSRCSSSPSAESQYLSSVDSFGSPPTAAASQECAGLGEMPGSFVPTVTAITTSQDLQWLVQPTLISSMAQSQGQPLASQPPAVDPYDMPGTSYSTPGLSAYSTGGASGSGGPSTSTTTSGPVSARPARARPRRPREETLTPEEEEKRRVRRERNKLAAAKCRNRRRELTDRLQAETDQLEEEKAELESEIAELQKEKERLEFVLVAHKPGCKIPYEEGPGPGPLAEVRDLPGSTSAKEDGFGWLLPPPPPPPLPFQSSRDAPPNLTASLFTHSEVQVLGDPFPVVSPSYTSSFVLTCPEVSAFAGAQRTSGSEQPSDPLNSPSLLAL
SR-BI HDL uptake: mouse SR-BI HDL lipid transfer inhibition. Q61009. ldlA[mSR-BI] CHO cells, DiI-HDL uptake fluorescence, 3 h. inhibition, % at 12.5 µM. 320,000 compounds, 0.96% hits. AID 488896;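 active means mean replicate inhibition of at least 70% and a set share of replicates each scoring 70 or more; inconclusive means meets just one of the two criteria; inactive means fails both criteria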;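 further: 0% = median of neutral control wells and 100% = median of positive control wells; values of inactives mirror those of a sister screen read the other way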
Wnt bcat act: Wnt/beta-catenin pathway activation; 300,000 compounds, 1.2% hits; Wnt/beta-catenin reporter cell assay, activator, plate reader; activation, % at 9.35 µM; in the data active means activation above about 30%, passing the limit was not always enough; inconclusive means no clear call, values can overlap the other calls;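 further: 0% = neutral control wells and 100% = positive control wells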
PvdQ inh: blocks Pseudomonas aeruginosa PvdQ acylase activity | AID 488965 | 340,000 compounds, 0.063% hits | inhibition, % at 10 µM | purified PvdQ acylase, fluorescence plate reader; in the data active means inhibition above about 30%, passing the limit was not always enough; inconclusive means no clear call, values can overlap the other calls;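 further: 0% = vehicle neutral wells and 100% = reference inhibitor wells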
CDK5 inh: CDK5/p35 (human) kinase inhibition. inhibition, % at 10 µM. Recombinant CDK5/p35, ADP-Glo luminescence, 60 min. 330,000 compounds, 0.01% hits. AID 488839;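 active means highest replicate inhibition of at least 50% and at least 75% of replicates reaching 50%; inconclusive means only one of the two criteria met; inactive means both criteria failed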;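 further: plate controls were DMSO neutral control for no effect and GW8510 at 10 µM for full effect; many of its hits are not listed in these tables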
RTF Ca sens act: cardiac RTF calcium sensitization | 340,000 compounds, 0.24% hits | activation, % at 7.2 µM | IANBD-labeled TnC RTF fluorescence at EC20 calcium; 0% EC20 calcium, 100% full calcium | AID 493008 | P19429+P45379;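 active means activation above the mean over all tested compounds plus 3 SD, cut at about 30% in these data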;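 further: rise in fluorescence read as greater calcium sensitivity of cardiac thin filaments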
MITF act: activators of MITF-driven TRPM1 promoter activity in SK-MEL-5 cells; SK-MEL-5 TRPM1-promoter luciferase, 24 h; % of positive control, neutral wells = 0; activation, % at 12.5 µM; 300,000 compounds, 0.75% hits; AID 588334;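 active means mean activation of at least 80% with every replicate also reaching 80%; inconclusive means mean reaches 80% but some replicate falls short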;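 further: 0% = neutral control wells and 100% = parthenolide positive control wells; values of inactives mirror those of a sister screen read the other way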
* marks the source's active call; other numbers are inactive results; ? = inconclusive; . = no result given. Rows were taken by chance (roughly 4.4% active in at least one column).

SMILES	HTR5A ag	Rtt109 HAT inh	SR-BI uptake up	dFosB activator	SR-BI HDL uptake	Wnt bcat act	PvdQ inh	CDK5 inh	RTF Ca sens act	MITF act
CCOC(=O)c1ccc(NC2OC(=O)c3ccccc32)cc1 (stereo unspecified)	3	2	1	-5	-1	.	-8	-0.5	5	16
CCN(CC)S(=O)(=O)c1ccc2c(c1)nc(CCC(=O)O)n2C	0	6	.	1	.	-4	-9	-0.5	-1	-8
O=C(NCCCN1CCCCC1)C1CCN(c2ncnc3c2nc2n3CCCCC2)CC1	-1	-1	-6	-1	6	-1	-12	1.7	-3	4
CCNc1nc(NC(C)C)nc(N(C)C#N)n1	1	-1	3	-9	-3	-1	9	3.1	4	-9
O=C(O)Cn1cc(C(=S)N2CCOCC2)c2ccccc21	2	-6	-1	3	1	.	14	0.0	0	-4
O=c1[nH]c2ccccc2n1CCCSCCCn1c(=O)[nH]c2ccccc21	-5	-1	-12	-6	12	.	-10	-2.7	-1	-23
CC[C@@]12C(=O)N(c3ccccc3)C(=O)N1[C@H](c1ccc(OC)cc1)[C@@H]1C(=O)N(C(C)(C)C)C(=O)[C@@H]12	3	1	18	-8	-18	-4	-14	-0.3	0	7
Cc1[nH]c2ccccc2c1/C=N/NC(=O)c1cccc(S(=O)(=O)Nc2ccccc2Cl)c1	-2	5	-18	-2	18	.	5	-0.7	7	-13
CC(Oc1ccc(C(C)(C)C)cc1)C(=O)NC1CC(C)(C)NC(C)(C)C1 (stereo unspecified)	-3	-4	9	3	-9	0	2	-2.7	1	0
NC(=O)c1ccc(NC(=O)Cn2c(=O)n(-c3ccccc3)c(=O)c3oc4ccccc4c32)cc1	9	-2	.	3	.	4	-8	-1.2	5	0
CC(C)C(C(=O)NCC1CCCO1)N(CC1CCCO1)C(=O)CNS(=O)(=O)c1ccccc1 (stereo unspecified)	4	12	21	-5	-21	-2	6	-1.9	-11	-6
Cc1ccc(NC(=O)CCC(=O)n2nc(C)cc2C)c(C)c1	0	0	5	-1	-5	0	-10	0.8	-4	6
Cc1ccc(SCC(=O)NC(=O)NC2CCCC2)c(C)c1	0	3	-9	-1	9	-1	13	0.5	0	-3
CN(C)c1ccc(/C=C/C#N)cc1	2	-28	-1	1	1	-3	-3	0.1	10	-2
O=C(Nc1cc(C(F)(F)F)ccc1N1CCOCC1)c1ccc[n+]([O-])c1	-2	-1	21	-2	-21	.	-4	-1.2	-4	-4
CCOC(=O)NC(O)C(=O)c1ccc(F)cc1 (stereo unspecified)	0	-11	8	-2	-8	5	0	0.4	-5	-6
C=CCNC(=O)CC(=O)N/N=C/c1ccc(C(=O)OC)cc1	-6	-11	12	-2	-12	.	-15	-0.3	1	-3
O=c1c2ccccc2ncn1CCCSc1ccccc1	7	9	-3	-19	3	2	9	-0.4	-8	28
COc1ccccc1N1CC(C(=O)Nc2nc(C)cs2)CC1=O (stereo unspecified)	-2	1	5	0	-5	5	-7	0.6	2	-12
COc1ccc(C(=O)Nc2ccc3c(c2)C(=O)NC3=O)cc1	-10	-5	1	49*	-1	2	0	2.4	-4	.
CCOC(=O)C1CCN(C(=O)/C=C/c2ccc(S(=O)(=O)N3CCOCC3)cc2)CC1	0	-14	63*	1	-63	-6	-21	-0.9	2	1
COC(=O)c1cccnc1-n1c(=O)c2cccnc2n(Cc2ccc(Cl)cc2)c1=O	2	-4	-2	-2	2	.	-10	-0.8	2	-16
Cn1c(=O)c2cc(S(=O)(=O)NCCC(=O)N3CC=C(c4ccccc4)CC3)ccc2n(C)c1=O	1	6	-18	-8	18	.	-14	0.3	1	-6
COc1ccc(NC(=O)COc2ccccc2F)cc1S(=O)(=O)N1CCCCC1	-5	4	.	-8	23	-2	6	0.3	-1	3
Cc1cccc2c(=O)c(C(=O)NCCCN3CCOCC3)c[nH]c12	4	0	18	-10	-18	.	-5	-1.3	9	-6
COc1ccc(-n2cc(CN(C)C(C)c3ccncn3)c(-c3cccc(F)c3)n2)cc1 (stereo unspecified)	2	6	-47	0	47	-2	12	-3.5	-1	14
O=C(NCCCN1CCOCC1)c1cccc(S(=O)(=O)NCc2ccccc2)c1	2	-3	-1	1	1	-1	-8	-1.9	-1	3
COc1ccc(-c2c(-c3ccsc3)oc3ccc(N4CCOCC4)cc23)cc1	9	-3	-75	1	75*	0	-15	-0.9	-2	5
CCCCC(=O)Nc1ccc2c(c1)nc(CCN1CCOCC1)n2C	-1	-4	-9	-5	9	-5	-10	0.2	5	-8
CCCNC(=O)C1CC(=O)N(c2ccc(OCc3ccc(F)cc3)cc2)C1 (stereo unspecified)	-1	1	-14	-9	14	10	-3	-5.4	9	49
CCN1C(=Nc2ccc(Cl)cc2)SC/C1=C\C(=O)OC	-6	-1	4	-4	-4	13	-5	0.1	4	?
Cc1cccc(C)c1OCC(O)CNS(=O)(=O)c1ccccc1C(=O)N1CCOCC1 (stereo unspecified)	-2	0	3	-2	-3	.	-2	-0.5	5	-3
CCOc1cc(C2NN=C(c3ccc(C)cc3)S2)ccc1O (stereo unspecified)	-1	-2	-15	-4	15	63*	-4	-0.5	-9	68
COc1ccccc1C(=O)OCC(=O)NC12CC3CC(CC(C3)C1)C2	-1	-8	-4	-10	4	0	-7	-0.5	2	33
CCc1nn(CC(=O)N2CCN(CC)CC2)c(=O)c2cccn12	-4	0	48	-1	-48	-3	-1	-0.7	0	-4
COC(=O)c1cc2c(s1)-c1ccc(OC)cc1CC2	0	-8	-23	-3	23	67*	-14	-0.3	12	54
CC1Cc2ccccc2N1C(=O)CSc1nc2c(c(=O)n(C)c(=O)n2C)n1Cc1ccc(F)cc1 (stereo unspecified)	-4	14	5	-10	-5	.	3	-0.7	-4	-6
O=c1c2ccccc2c(-c2ccccc2)nn1Cc1c(Cl)cccc1Cl	-3	7	-28	-15	28	-5	-5	-1.3	13	2
CSc1ncc(C(=O)NCCCc2ccccc2)c(C)n1	3	-2	-6	3	6	0	0	-1.3	1	-10
O=C(Cn1cc2c(n1)CCCC2)NCCCN1CCN(Cc2ccccc2)CC1	2	-3	1	-5	-1	-2	-21	-1.0	9	.
Cc1ccc(C)c(S(=O)(=O)N2CCN(c3nc(-c4cccnc4)nc4ccccc34)CC2)c1	-2	-9	10	-15	-10	-2	-7	0.6	7	-7
Cn1c(=NC(=O)c2cccc([N+](=O)[O-])c2)sc2ccccc21	4	11	-54	-5	54	20	2	1.5	1	6
O=CN1CCN(C(=O)c2ccc(-c3nc4ccccc4s3)s2)CC1	6	9	-55	-20	55	6	11	1.2	7	62
O=C(OCC(O)C(O)C(O)C(SCc1ccccc1)SCc1ccccc1)c1ccccc1 (stereo unspecified)	3	-1	-5	23*	5	-5	-13	-2.6	-5	-6
C#CCNC(=O)C1=C[C@H](c2csc3ccccc23)C[C@H](OCCCCO)O1	-1	0	-22	-12	22	-1	-10	-0.4	3	-14
COc1ccc(C/C(N)=N/OC(=O)CCc2ccccc2)cc1	6	-9	7	3	-7	0	-4	-0.7	-6	3
COc1ccc(C(=O)Nc2ccccc2C(=O)N2CCCCCC2)cc1	0	-5	0	2	0	-2	-3	1.7	-6	-10
NC(=S)N/N=C/c1c(O)ccc2ccccc12	-2	9	.	-5	.	4	12	-1.9	4	-21
NC(=O)CC(NC(=O)Cc1ccc(Cl)cc1)c1ccc(NC2CC3CCC2C3)c([N+](=O)[O-])c1 (stereo unspecified)	-1	4	-7	3	7	-3	7	-0.6	-1	16
COc1ccc(C(=O)Nc2nc(-c3ccc(OC)cc3)c(-c3ccc([N+](=O)[O-])cc3)s2)cc1	3	7	-32	-5	32	-2	12	1.8	-2	0
Other structures
SMILES	HTR5A ag	Rtt109 HAT inh	SR-BI uptake up	dFosB activator	SR-BI HDL uptake	Wnt bcat act	PvdQ inh	CDK5 inh	RTF Ca sens act	MITF act
COc1ccc(CC(=O)Nc2nnc(SCc3ccccc3)s2)cc1S(=O)(=O)N1CCOCC1	1	-3	13	-11	-13	11	8	0.3	-2	9
CC(=O)NC(Cc1cnc[nH]1)C(=O)O (stereo unspecified)	-3	.	1	0	-1	.	10	0.3	-3	.
CC(OC(=O)c1ccc(NS(=O)(=O)c2ccc3[nH]c(=O)[nH]c3c2)cc1)C(N)=O (stereo unspecified)	8	-1	.	4	.	2	-9	-2.9	2	-3
CC(C)Cn1cnc2sc3c(c2c1=N)CCCC3	3	-2	31	0	-31	.	-5	0.6	4	-7
Cn1cccc1C(=O)Nc1nc(-c2ccccn2)cs1	10	2	-27	-4	27	.	-4	-0.8	-6	.
COCCNS(=O)(=O)c1cc2[nH]c3c(c2cc1C)C(=O)CC(C)(C)C3	5	5	35	-3	-35	2	-9	-0.4	2	-9
COc1ccc(C(=O)CSc2nnc(-c3cc(C)on3)o2)cc1	-2	2	14	-4	-14	-10	-1	0.2	-4	-5
CN1C[C@@H]2[C@@H]3C(=O)N(C)C(=O)[C@@H]3[C@](Cc3ccccc3)(C1=O)N2C(=O)c1ccccc1	2	-7	17	8	-17	3	-4	-0.6	-6	1
O=C(Nc1nnc(-c2ccccc2)o1)C1CCCCC1	0	-5	-4	-5	4	-2	-11	-3.6	-6	44
CCCN(CCC)CCNC(=O)C1c2ccccc2C(=O)N2CCc3ccccc3C12 (stereo unspecified)	0	11	.	-8	.	1	2	0.9	3	-3
S=C(Nc1cccnc1)N1CCCCC1	2	3	10	4	-10	-2	-13	1.3	0	1
CC(=O)c1sc(-c2ccc(F)cc2)cc1NS(=O)(=O)c1ccc(C)cc1	1	-7	0	-6	0	0	-11	1.0	-1	.
O=C(O)CCn1c(=O)sc2ccccc21	2	0	.	-4	.	-1	2	-0.4	0	.
CCc1ccc2[nH]c(=O)c(CN(Cc3nnnn3C3CCCC3)C3CCCCC3)cc2c1	-5	0	24	1	-24	0	12	2.0	0	6
COCc1nnc(NC(=O)CCC2CCCCC2)s1	1	4	19	-11	-19	.	-4	1.8	-8	25
Cc1nnc(N/N=C/c2ccc([N+](=O)[O-])cc2)n1N	1	2	2	-3	-2	1	4	0.4	5	-7
N#Cc1ccc(CSc2ccccn2)c(Cl)c1	-2	3	8	0	-8	2	6	0.9	1	.
Cc1c(C)c2ccc(O)c(CN3CCN(C)CC3)c2oc1=O	4	6	24	-4	-24	-2	2	0.3	-2	7
COc1cccc(C(=O)Nc2cc([N+](=O)[O-])ccc2N2CCN(C)CC2)c1	-5	4	-39	-4	39	0	-16	4.6	6	-11
CCOC(=O)C1=C(C)N=c2s/c(=C\c3cccc(OCC(=O)O)c3)c(=O)n2C1c1ccccc1OC (stereo unspecified)	-1	-3	1	-7	-1	1	-28	0.7	0	0
Fc1ccccc1Cn1nnc(-c2ccc3c(c2)OCO3)n1	4	-8	7	-4	-7	71*	8	0.2	-5	67
